Bioassay records as filed in PubChem BioAssay.
ABCB1 inh: ABCB1 efflux pump inhibitors, primary screen, cell-based, multiplex, flow cytometry, ABCG2 counter-screen | ATP-dependent translocase ABCB1 (Homo sapiens), P08183 | CCRF-Adr cells, JC-1 efflux | inhibition, % at 6.6 µM | 190,000 tested, 0.067% active | AID 1326, 2008; in the data active = inhibition above about 40%;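 note: 0% = vehicle and 100% = reference inhibitor; higher value means more JC-1 retained so stronger ABCB1 efflux block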
GSH fluor: compound fluorescence on glutathione beads, profiling panel, artefact control, biophysical, 488/530 nm, flow cytometry; GSH beads flow cytometry, compound fluorescence 488/530 nm; hits give high values; fluorescence (KMESF) at 10 µM; 190,000 tested, 0.25% active; in the data active = fluorescence above about 89;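 note: glutathione beads carrying GST-tagged Bcl family fusion proteins plus one bare bead set; values are compound well signal with DMSO vehicle wells as background; inactives centre near 16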
ABCG2 block: ABCG2 efflux pump inhibitors, primary screen, multiplex with ABCB1, IgMXP3 cells, flow cytometry; Broad substrate specificity ATP-binding cassette transporter ABCG2 (Homo sapiens), Q9UNQ0; JC-1 efflux; inhibition, % at 6.6 µM; 190,000 tested, 0.1% active;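 active = inhibition above 80%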;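 note: 0% = DMSO and 100% = nicardipine control wells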
Target sequence (Q9UNQ0 whole entry, looked up): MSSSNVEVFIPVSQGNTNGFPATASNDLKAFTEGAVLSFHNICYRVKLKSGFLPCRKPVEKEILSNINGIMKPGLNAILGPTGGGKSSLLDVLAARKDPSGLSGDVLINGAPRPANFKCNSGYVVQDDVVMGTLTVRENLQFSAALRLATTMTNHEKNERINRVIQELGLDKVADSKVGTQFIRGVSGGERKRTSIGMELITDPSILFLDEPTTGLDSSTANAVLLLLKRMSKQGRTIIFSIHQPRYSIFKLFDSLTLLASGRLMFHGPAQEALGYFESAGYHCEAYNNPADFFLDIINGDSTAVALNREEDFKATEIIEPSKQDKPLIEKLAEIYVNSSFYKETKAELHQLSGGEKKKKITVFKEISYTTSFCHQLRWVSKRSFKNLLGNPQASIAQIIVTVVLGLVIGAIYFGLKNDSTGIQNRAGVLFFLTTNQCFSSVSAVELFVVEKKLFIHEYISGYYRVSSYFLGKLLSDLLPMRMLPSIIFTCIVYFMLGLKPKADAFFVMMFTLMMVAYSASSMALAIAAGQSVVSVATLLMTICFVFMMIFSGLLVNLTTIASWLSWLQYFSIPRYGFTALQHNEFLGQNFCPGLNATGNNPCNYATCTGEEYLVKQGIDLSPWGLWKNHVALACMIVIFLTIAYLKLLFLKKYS
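test system = two drug-resistant human cell lines, ABCG2 and ABCB1 | amount = 3 million cells/mL final, two lines in 1:1 ratio | reagent = JC-1 transporter substrate | doses = one concentration, 6.6 µM final | incubation = 10 min at 25 °C | signal = flow cytometric JC-1 green MFI at 530 nm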
Rac1 wt GTP bind: wildtype Rac1 GTP binding modulators, primary screen, biochemical, GST-Rac1 beads, flow cytometry, multiplex. Ras-related C3 botulinum toxin substrate 1 (Homo sapiens), P63000. 190,000 tested, 0.27% active. GTP binding activity (% of control), % at 10 µM. fluorescent GTP binding; actives lie on both sides; 0 = cold GTP competed, 100 = untreated;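 active = GTP binding activity at least 20 points away from the 100% control level, either lower or higher; inconclusive = compound flagged as likely green fluorescent, judged across all proteins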
Cdc42 wt GTP: modulators of GTP binding to wildtype Cdc42, primary screen, biochemical, multiplex bead flow cytometry, Bodipy-GTP. 190,000 tested, 0.2% active. Cell division control protein 42 homolog (Homo sapiens), P60953. percent activity (GTP binding), % at 10 µM. AID 761, 2007. GST-Cdc42 beads; actives lie on both sides;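 active = percent activity GTP binding at least 20 points away from the 100% baseline, either down as inhibitor or up as activator; inconclusive = compound flagged as likely green fluorescent from well-wide comparison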;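 note: median bead fluorescence of bound Bodipy-FL-GTP at 100 nM; 0% = excess unlabeled GTP control and 100% = no compound control; below 100% means less GTP binding so inhibitor and above means activator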
Pf gamet viab: late stage P. falciparum gametocyte viability inhibitors, primary screen, ATP luminescence, HTS; P. falciparum stage V gametocytes, 24 h; inhibition, % at 10.9 µM; 150,000 tested, 0.065% active; AID 743093, 2013;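 active = inhibition above the mean plus 3 SD of compounds within the control limits, set per campaign, cut at about 38% in these data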;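 note: 0% = DMSO wells and 100% = medium only without gametocytes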
Rab7 wt GTP bind: modulators of GTP binding to Rab7, primary screen, biochemical, wildtype, multiplex bead flow cytometry; Rab7 GTPase wild type (dog), Bodipy-FL-GTP binding; GST-Rab7 beads, fluorescent GTP binding; actives lie on both sides; untreated = 100%, excess cold GTP = 0%; GTP binding activity (percent of control), % at 10 µM; 190,000 tested, 0.055% active;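 active = fluorescent GTP binding to Rab7 beads changed by at least 20 points from the 100% baseline, either direction, mostly lower; inconclusive = compound itself probably fluorescent, or too few beads counted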;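 note: median green fluorescence of bound Bodipy-FL-GTP per Rab7 bead population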
HRas wt GTP: modulators of GTP binding to HRas wildtype, primary screen, biochemical, bead-based flow cytometry, multiplex. 190,000 tested, 0.14% active. GST-Ras wt beads, Bodipy-FL-GTP binding; actives lie on both sides. GTPase HRas (Homo sapiens), P01112. GTP binding activity, % at 10 µM;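 active = GTP binding activity at least 20% away from the 100% baseline, either lowered as inhibitor or raised as activator; inconclusive = flagged as likely green fluorescent, judged across all proteins in the well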;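 note: 0% = unlabeled GTP competition control and 100% = no-compound control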
Target sequence (P01112 whole entry, looked up): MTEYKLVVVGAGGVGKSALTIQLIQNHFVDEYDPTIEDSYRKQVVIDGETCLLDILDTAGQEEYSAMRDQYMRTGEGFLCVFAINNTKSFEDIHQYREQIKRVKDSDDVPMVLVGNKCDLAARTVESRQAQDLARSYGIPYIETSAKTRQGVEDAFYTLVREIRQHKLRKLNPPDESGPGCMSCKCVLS
Avidin bead fluor: green autofluorescence of compounds with avidin beads – biophysical, 488/530 nm, flow cytometry, artefact control, profiling panel; compound fluorescence 488/530 nm; hits give high values; fluorescence (KMESF) at 10 µM; 220,000 tested, 0.38% active; in the data active = fluorescence above about 47; note: inactives centre near 10
Rab2 wt GTP: modulators of GTP binding to Rab2A wildtype, primary screen, biochemical, dog, bead-based flow cytometry, multiplex. Ras-related protein Rab-2A (Canis lupus familiaris), P61105. GST-Rab2 wt beads, Bodipy-GTP binding. GTP binding activity, % at 10 µM. 190,000 tested, 0.19% active. AID 760, 2007;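 active = GTP binding activity at least 20 points away from 100%, either lowered or raised; inconclusive = signal likely due to the compound's own green fluorescence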;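 note: 0% = beads with excess unlabeled GTP and 100% = no-compound control corrected for plate trend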
Rac1 act GTP bind: GTP binding modulators of activated mutant Rac1, primary screen, biochemical, bead-based flow cytometry, multiplex, fluorescent GTP; GST-Rac1 activated beads; actives lie on both sides; 100% means binding = to untreated wells; percent activity (GTP binding), % at 10 µM; 190,000 tested, 0.11% active;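 active = GTP binding at least 20 percentage points away from the 100% baseline, in either direction, so actives lie on both sides; inconclusive = Compound likely fluorescent itself, or too few beads counted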
The depositor's hits bear a star; ? = inconclusive; nt = no result given.

Structure	Pf gamet viab	Rac1 wt GTP bind	Avidin bead fluor	ABCB1 inh	ABCG2 block	Rab7 wt GTP bind	Rac1 act GTP bind	Rab2 wt GTP	HRas wt GTP	Cdc42 wt GTP	GSH fluor
N#CC1=C(N)NC(SCC(=O)c2ccc(Br)cc2)=C(C#N)C12CCCCC2	-21	102	10	0.4	0	91	96	93	93	91	23
COc1ccc(C(=O)NNC(=O)CN2CCC(n3nnc4cc(C)ccc43)CC2)cc1	-21	102	15	nt	2	99	101	100	101	100	10
CC(C)CCn1nnnc1CN1CCN(c2ccc(F)cc2)CC1	-2	100	13	0.3	0	88	100	98	96	99	13
Cc1ccccc1C(=O)NNC(=O)/C=C/c1ccccc1	-8	97	11	0.7	2	100	96	98	98	101	15
CCOC(=O)CNC(=O)N1CCCC(C(=O)c2cccc(Cl)c2)C1 (stereo not drawn)	-10	104	10	0.0	0	104	95	94	100	96	14
O=C1CCC(C(=O)Nc2cccc(S(=O)(=O)N3CCOCC3)c2)N1 (stereo not drawn)	-7	95	17	1.4	1	98	97	96	97	96	8
COc1ccc(C(=O)N2CCN(c3ccc([N+](=O)[O-])c(NCCc4ccc(OC)c(OC)c4)c3)CC2)cc1	nt	102	14	24	15	100	98	96	97	98	11
CN(C)c1ccc(N=Cc2nc(-c3ccccc3)oc2OC(=O)c2cccc(Cl)c2)cc1	14	98	17	-0.4	-1	99	95	96	96	96	18
O=C(c1nnc(-c2ccccc2)o1)C1CC1	1	94	11	2.1	7	92	95	95	95	94	13
O=C(COC(=O)CCC1CCCC1)NCc1ccc(Cl)cc1	-16	101	12	-0.4	-3	94	93	94	94	97	12
CN(C)c1nc(SCc2ccccc2Cl)nc2c1CCCC2	nt	98	6	0.5	5	98	96	99	97	96	33
Cc1ccc(O)c(C2=Nc3ccccc3N=C(c3ccco3)C2)c1	nt	102	18	4.9	48	98	96	100	98	99	37
CN1CCN(C2CC(=O)N(Cc3ccc(N4CCCC4=O)cc3)C2=O)CC1 (stereo not drawn)	13	98	10	0.1	1	98	97	98	98	98	11
CC(=O)CCc1oc2ccc([N+](=O)[O-])cc2c1-c1ccc(C)o1	2	98	22	0.2	1	97	96	98	99	99	11
N#CC1=C(SCc2ccccc2)NC(=O)C(C#N)C12CCCC2 (stereo not drawn)	-12	108	11	0.0	1	101	100	102	102	104	15
CCN1CCN(c2nc(N)c([N+](=O)[O-])c(Nc3cccc(C)c3)n2)CC1	-9	106	15	3.8	32	99	99	94	97	103	4
CCN(C(=O)CSc1ncn[nH]1)c1cccc2ccccc12	nt	99	18	0.4	2	99	95	98	98	100	20
Cn1cc(Cl)c(C(=O)NNC(=S)Nc2cccc(Cl)c2)n1	-7	93	10	0.0	5	95	91	92	94	90	20
C#CCn1cc(/C=N/NC(=O)c2cc3ccccc3o2)c2ccccc21	-23	102	10	-0.5	-4	101	99	99	99	101	13
CCOC(=O)N1CCN(C(=O)c2ccc(CS(=O)(=O)c3ccc(OC)cc3)o2)CC1	nt	102	21	0.7	2	99	96	100	99	97	14
Cc1cc(N2CCN(C)CC2)nc2ccc(NC(=O)c3cccnc3Cl)cc12	-3	108	11	1.0	3	103	102	106	106	104	37
Cc1ccc(Oc2c(F)c(F)nc(N3CCCC3)c2F)cc1	8	?	14	0.2	1	?	?	?	?	?	22
CC1CCN(S(=O)(=O)c2cccc(C(=O)Nc3ccccc3)c2)CC1	10	92	26	-0.3	0	90	93	92	91	91	61
COc1ccc(/C=C(\NC(=O)/C=C/c2ccco2)C(=O)NCCc2nc3ccccc3[nH]2)cc1	4	104	2	-0.6	-1	98	99	100	101	101	10
COc1cccc(C2(c3cccc(OC)c3)CC2C(=O)Nc2ccc(F)cc2)c1 (stereo not drawn)	-1	99	11	0.1	1	99	100	101	102	95	13
CC(C)(C)C(=O)CSc1nc2ccccc2o1	6	100	9	0.7	2	95	96	95	97	94	16
Cc1cc(C(=O)N2CCCC(C(=O)c3ccc4ccccc4c3)C2)n(C)n1 (stereo not drawn)	-9	104	12	0.8	3	98	96	98	99	99	52
O=C(NCc1ccccc1)C1(c2cccc(F)c2)CCCC1	nt	97	12	0.4	3	93	96	95	94	96	17
O=C(CN1C2CCCC1CC(NC(=O)c1ccco1)C2)Nc1ccccc1 (stereo not drawn)	6	102	15	1.3	3	101	101	102	100	104	11
CCOC(=O)c1cc(-c2ccccc2)sc1NC(=O)C(C)Sc1nnnn1C (stereo not drawn)	3	99	10	1.8	11	96	98	99	98	101	49
c1ccc2oc(-c3[nH]ncc3CN3CCSCC3)cc2c1	-9	101	6	1.0	5	95	99	98	98	99	18
COCCNC(=O)C1CCN(S(=O)(=O)c2ccccc2)CC1	nt	106	25	0.7	1	105	100	102	105	109	10
O=c1cc(CSc2nnnn2-c2ccc(O)cc2)nc2sccn12	-11	94	10	-0.4	1	97	91	94	95	94	13
Cc1c(N=C/C=C2\N(C)c3ccccc3C2(C)C)c(=O)n(-c2ccccc2)n1C	-17	107	33	0.6	36	101	97	98	98	101	23
O=C(C1CSC2(c3ccc(F)cc3)CCC(=O)N12)N1CCCCCC1 (stereo not drawn)	nt	100	14	1.1	4	103	99	100	100	97	42
O=S(=O)(c1ccccc1)N(CC(O)Cn1c2ccccc2c2ccccc21)c1ccccc1 (stereo not drawn)	-18	?	10	0.6	3	?	?	?	?	?	34
N#CCSc1nc2sc3c(c2c(=O)n1C1CCCCC1)CCCC3	-4	102	11	0.2	11	100	100	101	100	99	14
COc1ccc(C2NC(c3ccc(OC)cc3)C([N+](=O)[O-])C(C)(C)C2[N+](=O)[O-])cc1 (stereo not drawn)	nt	98	11	0.5	2	100	94	96	97	97	10
COC(=O)c1cn(Cc2cccc(C)c2)nn1	-5	102	25	0.0	0	97	101	102	102	102	10
O=C(Nc1ccc(OCC(=O)N2CCOCC2)cc1)c1cncc(Br)c1	5	105	7	0.3	4	98	100	100	99	103	12
CCOC(=O)C(=O)Nc1ccccc1C(=O)Nc1ccc(OC)cc1	nt	91	16	0.2	1	90	92	88	89	89	11
Cc1cccc(-n2c(C)nc3sccc3c2=O)c1	nt	98	12	1.0	3	104	99	101	101	102	17
CSc1nc2n(n1)C(C)C1=C(CCCC1=O)N2 (stereo not drawn)	-7	98	10	0.0	1	102	98	103	99	102	21
O=C(NCCc1ccccc1)c1cccc([N+](=O)[O-])c1	-54	105	10	0.7	7	100	103	103	103	103	13
O=C(c1ccco1)N1CCN(S(=O)(=O)c2cccc(C(F)(F)F)c2)CC1	-5	103	46	0.5	1	103	97	100	99	99	26
O=C(O)c1cccc(NC(=O)C2C3C=CC(C3)C2C(=O)OCC(F)(F)C(F)F)c1 (stereo not drawn)	-35	89	11	-0.3	-2	91	88	87	95	94	34
Cc1nnc(N2CCc3ccccc3C2)[nH]c1=O	nt	105	16	-0.5	9	101	98	102	102	100	34
C[C@H](NC(=O)c1nc[nH]c1C(=O)NCCCCCNC(=O)OC(C)(C)C)C(=O)OC(C)(C)C	nt	94	7	3.1	7	98	96	98	97	94	20
C/C(O)=c1/cnc2nc3ccccc3n2c1=O	4	93	13	0.3	5	94	93	94	94	95	13
CCC(C)n1[nH]c(=O)cc1N (stereo not drawn)	-1	93	8	-0.1	-3	94	92	93	95	95	54
